iPSC survival up = increases survival of single human iPS cells; hiPSC single-cell survival, ATPlite luminescence; 100% = ROCK inhibitor wells, 0% = DMSO; survival enhancement, % at 20 µM; 360,000 compounds, 0.044% hits; AID 602274; in the data active = survival enhancement above about 18%;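 also: cells exposed to compounds for 16 hours before the ATP read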
aDG glyco up = increases alpha dystroglycan glycosylation; activation, % at 10 µM; 360,000 compounds, 0.22% hits; Pro5-aDG cells, alpha-DG glycosylation AlphaScreen (IIH6); 0% Pro5, 100% B10-LARGE cell signal;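 active = activation of at least 8% versus controls, or a plate z-score of at least 8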;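 also: Pro5 are CHO cells carrying HIG-tagged alpha-DG that lacks glycosylation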
Granule exo inh = lytic granule exocytosis inhibition | TALL-104 LAMP-1 surface exposure, flow cytometry; cells stimulated with thapsigargin and PMA | inhibition, % at 10 µM | 360,000 compounds, 0.66% hits;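 active = inhibition above about 55%, limit read from the data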
N-glyco inh = N-linked glycosylation inhibition. D54 ERlucT glycosylation luciferase reporter, 24 h; percent of 100 nM tunicamycin response. 360,000 compounds, 0.23% hits. reporter increase, % at 12.5 µM;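 active = mean luciferase reporter signal, scaled so untreated is 0 and the glycosylation-blocking control 100, at or above a set limit in every replicate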;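 also: luciferase carries N-glycosylation sites so blocking glycosylation raises the light; 0% = median of neutral control wells and 100% = median of 100 nM tunicamycin wells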
H9c2 protect = modulators protecting cardiomyocytes from myocardial damage | H9c2 cardiomyocytes, H2O2 injury protection, ATPLite, 2 h | AID 588492 | protection from H2O2 cell death, % at 20 µM | 360,000 compounds, 0.63% hits;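 active = compounds giving at least 50% protection of heart cells from peroxide-induced death in the single-dose screen, raw or plate-pattern-corrected value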;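 also: 0% = DMSO wells with peroxide and 100% = DMSO wells without peroxide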
ABHD5-PLIN5 inh = ABHD5-PLIN5 protein interaction inhibition. AID 602281. inhibition, % at 4 µM. Split G. princeps luciferase complementation, luminescence, 4 h. 360,000 compounds, 0.78% hits;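 active = inhibition above the mean inhibition across every tested compound plus 3 SD, cut at about 22% in these data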;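 also: 0% = DMSO only wells and the 100% control is not disclosed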
Target sequence (Q00G26 whole entry, looked up): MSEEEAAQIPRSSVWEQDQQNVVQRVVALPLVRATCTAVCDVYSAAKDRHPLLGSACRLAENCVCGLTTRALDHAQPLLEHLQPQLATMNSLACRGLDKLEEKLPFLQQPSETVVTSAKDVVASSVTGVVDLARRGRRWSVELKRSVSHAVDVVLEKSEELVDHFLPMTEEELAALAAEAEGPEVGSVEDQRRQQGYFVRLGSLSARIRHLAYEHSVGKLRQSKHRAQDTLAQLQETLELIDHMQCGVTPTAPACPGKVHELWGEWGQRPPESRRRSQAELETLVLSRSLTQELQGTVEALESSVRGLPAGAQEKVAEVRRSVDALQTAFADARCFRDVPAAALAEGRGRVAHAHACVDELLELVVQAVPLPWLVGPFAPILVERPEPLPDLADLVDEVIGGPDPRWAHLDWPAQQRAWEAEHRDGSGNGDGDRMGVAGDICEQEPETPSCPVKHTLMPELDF
Target sequence (Q8WTS1 whole entry, looked up): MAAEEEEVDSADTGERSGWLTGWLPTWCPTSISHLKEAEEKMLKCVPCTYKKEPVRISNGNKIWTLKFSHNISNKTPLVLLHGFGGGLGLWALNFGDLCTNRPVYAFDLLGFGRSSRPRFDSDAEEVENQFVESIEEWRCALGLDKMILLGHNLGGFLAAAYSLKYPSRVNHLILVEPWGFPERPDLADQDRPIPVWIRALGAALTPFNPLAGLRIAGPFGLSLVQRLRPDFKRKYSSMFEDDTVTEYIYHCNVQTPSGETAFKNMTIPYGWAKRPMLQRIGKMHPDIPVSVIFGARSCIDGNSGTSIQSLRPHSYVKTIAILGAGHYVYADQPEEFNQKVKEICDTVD
MC4R ag barr = agonists of human melanocortin 4 receptor (MC4R) beta-arrestin. P32245. U2OS MC4R beta-arrestin complementation, luminescence; percent of melanotan II response, DMSO zero. activation, % at 8.9 µM. 360,000 compounds, 0.98% hits;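 active = activation above a per-plate cutoff, the mean activation of sample wells on that plate plus 3 SD, cut at about 8% in these data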
m5-HT2A agonist = mouse HTR2A agonism via beta-arrestin recruitment; CHO-K1 mHTR2A beta-arrestin complementation, luminescence; percent of 30 µM serotonin response; activation, % at 7.6 µM; 360,000 compounds, 0.66% hits; AID 624169;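 active = activation above a run cutoff, the mean activation of all tested compounds plus 3 SD, cut at about 14% in these data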;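 also: 0% = plate median of compound wells and 100% = 30 µM serotonin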
MC4R antag cAMP = antagonists of human melanocortin 4 receptor (MC4R) | P32245 | 360,000 compounds, 0.48% hits | MC4R-expressing cells, MTII-stimulated cAMP, LANCE TR-FRET | inhibition, % at 6.5 µM;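 active = inhibition above its plate's cutoff, the mean of tested wells on that plate plus 3 SD, cut at about 29% in these data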;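 also: 0% = Melanotan II alone and 100% = Melanotan II plus saturating MCL0020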
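Material – human MC4R-expressing U2OS cells · Repeats – no replicates · Detection – TR-FRET with Eu-cAMP and labeled anti-cAMP, 671 nm · Times – compound 30 min, challenge 1 h, detection 1 h · Compound – single nominal compound dose of 6.5 µM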
ABCB6 inh MLPCN = inhibitors of human ABC transporter ABCB6 | Q9NP58 | K562-ABCB6 porphyrin accumulation, flow cytometry, 1 h; stronger effect = lower value | fluorescence ratio to DMSO, % at 10 µM | 360,000 compounds, 0.19% hits | AID 602162;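 active = fluorescence ratio to DMSO below 75%, the collection mean minus 3 SD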;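 also: signal is porphyrin accumulated inside mitochondria; 100% equals median channel fluorescence of DMSO control wells; lower ratio means ABCB6 inhibition with less porphyrin fluorescence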
* = called active by the depositor; nt = no result given.

molecule	iPSC survival up	aDG glyco up	Granule exo inh	N-glyco inh	H9c2 protect	ABHD5-PLIN5 inh	MC4R ag barr	m5-HT2A agonist	MC4R antag cAMP	ABCB6 inh MLPCN
Cn1cccc1/C=N/NC(=O)c1cc2ccccc2cc1O	-0.2	-0.3	9	-4	-4	-12	2.8	2	-1	103
Cc1cc(NC(=O)C2CCN(S(=O)(=O)Cc3ccccc3)CC2)ccc1-n1cnnn1	-1.8	-0.3	3	-1	-1	2	-2.0	0	11	94
CCN(CC)S(=O)(=O)c1ccc(NC(=O)C2c3ccccc3Oc3ccccc32)cc1	-0.7	0.1	10	-7	-6	-3	0.1	-6	5	107
CS(=O)(=O)N(CC(=O)Nc1cccc(F)c1)c1cccc([N+](=O)[O-])c1	-0.2	0.2	-2	2	-2	4	-0.7	-6	9	97
CCc1ccc(NC(=O)CSc2nnnn2C)cc1	-0.7	0.1	-15	0	0	-2	-0.4	5	13	103
CCn1nnc(NC(=O)c2ccc(C(C)(C)C)cc2)n1	-5.1	0.2	-2	-8	-36	-2	-2.1	-2	6	96
C/C(CC(=O)Nc1ccc2c(c1)OCO2)=N\NC(=O)c1ccc(N)cc1	0.1	-0.2	8	2	0	6	1.8	-6	-7	94
CCn1c2ccccc2c2cc(NC(=O)C(C)Oc3ccc(OC)cc3)ccc21 (stereo not drawn)	0.8	-0.1	0	2	2	-2	-0.6	-5	-5	100
Cc1ccc(C)c(S(=O)(=O)N2CCN(C(=O)c3cc(S(=O)(=O)NCc4ccccc4)ccc3C)CC2)c1	-0.1	2.1	9	2	4	-3	-1.0	0	12	96
CCOC(=O)c1cc(S(=O)(=O)N2CCOCC2)cn1C	-0.7	-0.1	-6	0	-4	-7	0.8	0	0	106
CCOc1cccc2c1OC(c1cc(OC)c(OC)c(OC)c1)N1N=C(c3ccc(C)o3)CC21 (stereo not drawn)	-1.4	-0.1	2	-5	-1	25*	-0.8	-3	25	423
CCOC(=O)C1=C(C)NC2=C(C(=O)C(C(=O)OCC)C(c3ccc(OC)cc3)C2)C1c1ccccn1 (stereo not drawn)	0.7	0.0	11	0	-18	-2	-0.4	-1	17	98
CCCCOC(=O)c1ccc(NC(=O)/C=C/c2cccs2)cc1	-0.7	1.8	0	1	-5	-8	3.8	-4	-1	102
O=C(OCC(=O)c1c[nH]c2ccccc12)c1ccc([N+](=O)[O-])s1	-2.5	0.2	0	1	-13	1	-0.6	0	-5	102
Cc1ccnc2nc(C(=O)Nc3nc(-c4ccccn4)cs3)nn12	0.6	-0.6	-1	1	31	4	-0.1	-4	16	101
Cc1cc(=O)[nH]c(Nc2cccc(Cl)c2C)n1	0.3	-0.1	-6	0	3	-5	-0.9	-1	7	101
CCOC(=O)N1CCN(c2c(Nc3cc(C)[nH]n3)c(=O)c2=O)CC1	0.5	0.1	-2	0	3	11	0.1	9	-2	127
CN(C)c1nc2c(c(=O)[nH]c(=O)n2C)n1CCCc1ccccc1	-0.3	-0.1	4	0	7	3	-1.8	2	0	97
NC(=O)c1ccccc1OCC(=O)O	-0.8	-0.2	6	-1	6	3	0.4	6	3	103
CCC(=O)Nc1nnc(SCC(=O)NCC2CCCO2)s1 (stereo not drawn)	0.5	0.0	-5	2	4	-2	-3.4	5	-4	97
CCOC(=O)C1(S(=O)(=O)c2ccc(Cl)cc2)CCN(Cc2ccc(Cl)cc2)CC1	-0.4	0.3	-1	-8	-9	-8	-3.0	-6	3	94
Cc1nc([N+](=O)[O-])c(C(=O)O)n1C	1.7	-0.1	0	1	-6	-2	1.1	6	7	101
CC(NC(=O)c1ccc(N(C)C)c([N+](=O)[O-])c1)c1ccc(-n2ccnc2)cc1 (stereo not drawn)	0.9	2.2	0	-3	-2	13	1.9	-7	-6	97
Cc1cc(-c2ccccc2)n2ncc(C#N)c2n1	4.2	-0.3	-2	3	-5	10	-0.3	-3	-9	110
CC1CCCN(c2nc3c(c(=O)n(C)c(=O)n3C)n2CCSc2nc3ccccc3s2)C1 (stereo not drawn)	-1.1	0.2	-1	-3	20	-3	2.0	-1	9	97
Cc1cccc(NC(=S)Nc2ccc(Cl)c(Cl)c2)c1	-1.0	-0.1	-6	-1	-26	-11	8.6*	2	8	93
O=C(Nc1ccc2c(c1)nc1n2CCSC1)c1ccccc1	-5.1	0.0	1	-12	-14	-8	-1.8	-1	9	98
COc1ccc(S(=O)(=O)NC2CC(=O)N(c3ccc4c(c3)OCCO4)C2)cc1 (stereo not drawn)	0.0	0.4	-2	0	0	-12	-1.7	6	-6	99
Cc1ccc(C)c(N2CCN(C(=O)c3ccc4c(=O)n5c(nc4c3)CCCCC5)CC2)c1	-1.7	0.1	-4	-5	-15	5	0.4	0	0	93
CCC(=O)N1CCCC(C)(C(=O)Nc2ccc3oc(CC)nc3c2)C1 (stereo not drawn)	-0.8	-0.2	0	1	-3	-11	-0.1	4	0	95
S=C(NCCCN1CCOCC1)NC1CCCC1	-0.9	-0.3	-1	1	2	0	-1.5	-1	18	98
N#CC(OC(=O)c1ccccc1)c1ccccc1 (stereo not drawn)	-3.1	0.2	-2	1	-2	-4	0.2	-5	13	103
COC(=O)c1cnc(Nc2cc(C)ccc2OC)c2ccccc12	1.7	0.2	3	3	-7	1	2.5	7	2	98
CCCN1CCN(C(=S)Nc2ccc(SC(F)F)cc2)CC1	-0.3	0.7	0	-1	-6	0	0.4	3	-3	100
Cc1cc(C(=O)O[C@H]2[C@H](Cc3ccccc3)NS(=O)(=O)[C@H]3C[C@@H]4C=C[C@]23O4)ccc1[N+](=O)[O-]	4.3	0.0	-5	0	-4	1	0.5	5	3	102
Cc1noc(NS(=O)(=O)c2ccc(N/C=C\C(=O)c3ccc(Br)cc3)cc2)c1C	1.4	-0.1	49	1	-6	-4	-3.0	1	15	98
Cc1ccc2nc(C(C)(C)C)c(Cc3ccsc3)n2c1	-0.4	0.0	1	2	2	40*	nt	-6	nt	101
O=Cc1ccc(N2CCCC2)o1	0.5	-0.1	-2	2	1	0	-1.6	-2	1	101
COc1ccc2cnn(-c3ccc(OC(F)(F)Cl)cc3)c(=O)c2c1OC	1.0	0.2	12	3	-3	-2	-1.1	6	-4	93
CC1CN(c2nc3ccccn3c(=O)c2C=O)CC(C)O1 (stereo not drawn)	4.0	0.0	-1	1	-6	-3	-1.9	-1	1	99
Cc1ccc(-n2c(-c3ccncc3)n[nH]c2=S)cc1C	-0.3	-0.2	-3	1	8	-3	-1.3	1	7	99
COc1c(S(=O)(=O)Nc2cccnc2)ccc(Cl)c1Cl	0.0	0.1	0	-4	1	0	-1.6	-1	17	96
COC(=O)[C@]1(Cc2ccccc2)N[C@H](c2ccc(-c3ccc(F)cc3)cc2)[C@@H]2C(=O)N(C)C(=O)[C@@H]21	0.7	0.7	-15	-5	21	1	-1.3	-6	-1	92
O=C(OCc1ccccc1)N1CCCC1/C=C/CN1CCOCC1 (stereo not drawn)	2.6	-0.3	-1	1	0	-2	-1.2	3	5	99
c1ccc2[nH]c(NN=C3CCCCCC3)nc2c1	-0.9	1.0	0	-2	-14	1	-2.7	-5	-3	100
O=C(NC(Cc1c[nH]c2ccccc12)C(=O)O)c1ccccc1 (stereo not drawn)	0.2	0.0	-1	0	1	1	-1.7	3	8	99
O=c1c2ccccc2oc2cc(OCc3cccc(F)c3)cc(O)c12	0.1	0.0	-10	2	-13	1	2.9	0	5	99
O=C(CCN1C(=O)/C(=C\c2ccccc2)SC1=S)N1CCCCC1	-0.6	-0.1	-12	56*	-12	1	-0.3	10	3	98
O=C1CCC/C=C\C[C@@H](CC(=O)N(CCO)Cc2ccccc2)C(=O)N[C@H](c2ccccc2)CO1	0.4	-0.1	2	1	15	2	-0.4	-3	-3	95
COc1cccc(NC2SC(=O)N(c3ccccc3)C2=O)c1 (stereo not drawn)	0.8	0.3	12	-1	25	0	-0.5	1	13	100
CCc1nnc(NC(=O)c2ccc(S(=O)(=O)N(CCOC)CCOC)cc2)o1	-1.6	0.0	2	1	2	-5	-0.1	2	12	107
CCOC(=O)C1CCN(C(=O)Cc2cccs2)CC1	1.1	0.0	-3	0	6	0	-1.9	1	10	88
Cc1c(C=O)c2ccccc2n1CCOc1ccccc1	0.0	0.1	26	-3	13	10	0.4	0	-7	97
COc1ccc(NC(=S)N2CCN(S(C)(=O)=O)CC2)cc1	-0.3	-0.2	-4	1	0	5	-3.1	2	9	93
Cn1c(Cl)cnc1C(O)c1ccccc1 (stereo not drawn)	2.6	-0.3	8	2	5	-2	4.5	7	0	89
CCCc1nn(C)c(C(=O)Nc2ccc(CC)cc2)c1Cl	2.2	0.4	0	-1	-3	-6	3.4	1	8	94

New compounds follow.
molecule	iPSC survival up	aDG glyco up	Granule exo inh	N-glyco inh	H9c2 protect	ABHD5-PLIN5 inh	MC4R ag barr	m5-HT2A agonist	MC4R antag cAMP	ABCB6 inh MLPCN
COCCCNC(=O)C(=O)Nc1cc2c3c(c1)CCC(=O)N3CCC2	1.2	-0.1	0	2	10	-2	-2.5	2	1	100
CCCn1c(C)cc(C(=O)COC(=O)c2ccc(Cl)c(S(=O)(=O)N3CCCC3)c2)c1C	-0.2	0.1	-8	0	-16	-5	-1.5	-1	2	103
CCOP(=O)(OCC)C(Nc1ccccn1)c1ccccc1 (stereo not drawn)	1.2	-0.1	2	4	5	6	1.0	3	6	94
O=C(c1ccc(C(F)(F)F)cc1)N(CCCn1ccnc1)C(c1ccccn1)c1nc2ccccc2[nH]1 (stereo not drawn)	5.3	-0.3	-1	2	5	8	nt	2	nt	101
Cc1ccc(C(=O)Nc2c(C#N)c(C)c(C)n2Cc2ccccc2)cc1	-1.7	0.4	0	0	-14	-2	0.7	-3	-7	98
O=C1CCC/C=C\C[C@H](CC(=O)N(CCO)Cc2ccccc2)C(=O)N2CCC[C@@H]2CO1	2.8	0.2	-18	1	9	0	-2.6	0	1	98
CC(=O)Nc1ccc(N/C=C/C(=O)c2ccccc2)cc1	-0.6	-0.1	5	-4	-6	2	-1.2	0	1	99
CSc1c(C#N)sc(=S)n1-c1ccc(C)cc1	-1.6	-0.3	-1	-2	-8	-2	-1.4	-3	6	95
Cc1sc(-c2c(C#N)c(N)nc3c2CCCCCC3)cc1[N+](=O)[O-]	-0.9	-0.1	-1	1	-4	0	2.5	0	7	102
COc1ccc(C(O)c2nc(-c3ccccc3)cs2)cc1 (stereo not drawn)	2.7	1.0	-5	1	-20	0	3.0	3	8	94
CCOC(=O)C1CC(c2ccccc2)=NN1c1ccccc1 (stereo not drawn)	-1.0	0.5	-2	-2	-4	-8	0.2	-2	12	100
